Source: PubChem BioAssay (National Center for Advancing Translational Sciences (NCATS))
AMA1-RON2 inh – disrupts binding of P. falciparum AMA1 to RON2 | AlphaScreen AMA1-biotinylated RON2 peptide binding | Potency, µM (series often up to 58.2 µM), for the others: at the top dose activity change, negative = inhibition, actives largely listed as inhibitors | hit rate 0.2% among 360,000 | AID 720542;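 also: potency is read from the fitted curve at half-maximal effect; 0% = vehicle wells and -100% = peptide control; nearly all actives have a fitted effect of over 45% in size; some results filed as inactive show a strong effect at the top dose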
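AMA1 (3D7) with his tag at 25 nM final met compounds first, then biotinylated RON2 peptide at 25 nM; detection used donor plus acceptor beads, 10 µg/mL apiece, read by AlphaScreen after 30 min at room temperature.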
AmpC inh detg – inhibitors of E. coli AmpC beta-lactamase with detergent. Potency, µM (titrated, usually from 114 µM), for the others: top-dose activity change, negative = inhibition, usual class: inhibitors. P00811. hit rate 0.041% among 370,000. AmpC hydrolysis of nitrocefin, absorbance 480 nm, 0.01% Triton;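 also: potency is read from the fitted curve at half-maximal effect; 0% = no-compound wells and -100% = no-enzyme wells; nearly all actives have a fitted effect of over 25% in size; some results filed as inactive show a strong effect at the top dose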
Target sequence (P00811 whole entry, looked up): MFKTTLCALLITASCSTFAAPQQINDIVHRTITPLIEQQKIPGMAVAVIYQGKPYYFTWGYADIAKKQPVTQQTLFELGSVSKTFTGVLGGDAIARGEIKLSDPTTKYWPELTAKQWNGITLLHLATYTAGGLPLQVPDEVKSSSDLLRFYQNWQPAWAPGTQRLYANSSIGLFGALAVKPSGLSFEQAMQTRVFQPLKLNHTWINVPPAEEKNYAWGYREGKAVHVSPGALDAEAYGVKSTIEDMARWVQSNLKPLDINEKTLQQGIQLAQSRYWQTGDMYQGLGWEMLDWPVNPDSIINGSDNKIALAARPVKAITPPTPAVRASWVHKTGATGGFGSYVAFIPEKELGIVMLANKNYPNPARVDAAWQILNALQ
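AmpC (5.3 nM in the dispensed reagent) in 20 mM phosphate pH 7.0 with 0.01% (detergent screen) or 0.0001% Triton X-100 was preincubated with compounds for 15 min at room temperature. Nitrocefin was then added from an 800 uM solution, and hydrolysis was followed at 480 nm.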
AmpC no deterg – inhibitors of E. coli AmpC beta-lactamase without detergent. AmpC nitrocefin hydrolysis, absorbance 480 nm, 0.0001% Triton. hit rate 0.52% among 330,000. Potency, µM (series often up to 57.1 µM), for the others: at the top dose activity change, negative = inhibition, hits mostly inhibitors;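 also: potency is read from the fitted curve at half-maximal effect; plate controls were no compound for no effect and no enzyme for full effect; nearly all actives have a fitted effect of over 20% in size; some results filed as inactive show a strong effect at the top dose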
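20 mM phosphate pH 7.0 + 0.01% (detergent screen) or 0.0001% Triton X-100; 5.3 nM AmpC reagent; cpd preinc 15 min RT; nitrocefin (800 uM stock) to start; A480 q20 s × 4 min; Activity was normalised to no-enzyme and no-compound control wells.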
Tb PYK inh – blocks Trypanosoma brucei pyruvate kinase. hit rate 0.12% among 410,000. Potency, µM (series often up to 76.8 µM), for inactives: top-dose activity, negative = inhibition, usual class: inhibitors. Q57TT1. TbPYK enzyme, Kinase-Glo Plus ATP luminescence, 45 min; also: potency is read from the fitted curve at half-maximal effect; nearly all actives have a fitted effect of over 50% in size
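Assay buffer: 50 mM TEA pH 7.2, 100 mM KCl, 10 mM MgCl2, 0.05% BSA, 0.01% Tween-20. Pyruvate kinase from T. brucei plus substrate met compound, then ADP (130 uM final). Luminescence was read post 45 min RT.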
HCV inh – HCV inhibition. hit rate 3.4% among 340,000. Potency, µM (doses to about 41.8 µM), without a hit: at the highest dose activity change, negative = inhibition, most hits filed as inhibitors. Huh7.5.1 HCVcc-Cre infection, luciferase reporter, 44 h; also: potency is read from the fitted curve at half-maximal effect
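Cells (1,000/well) were plated 4 h before compound, then infected with HCVcc-Cre virus (~0.5 moi). After 44 h further culture, infection was read as luciferase luminescence following a 15 min substrate incubation at room temperature.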
HCMV inh – blocks human cytomegalovirus replication; hit rate 4.5% among 410,000; AID 1259415; activity change, negative = inhibition, % at 57.5 µM; HFF cells, HCMV-luciferase reporter, 72 h; active compounds read low; in the data active = activity change below about -60%; inconclusive = no clear call, values can overlap the other calls; inactive = above about -39%
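Screen run at 2 compound doses on HFFs infected with reporter HCMV, MOI 1 PFU/cell. Luciferase activity from cell lysates at 72 h post infection gave inhibition relative to buffer-only and Salinomycin wells.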
LmPK inh – LmPK (Leishmania mexicana) enzyme inhibition | Potency, µM (doses to about 57.5 µM), without a hit: at the top dose activity change, negative = inhibition, most hits filed as inhibitors | Q27686 | purified LmPK, Kinase-Glo ATP luminescence, 1 h | AID 1721 | hit rate 0.37% among 290,000; also: potency is read from the fitted curve at half-maximal effect
Target sequence (Q27686 whole entry, looked up): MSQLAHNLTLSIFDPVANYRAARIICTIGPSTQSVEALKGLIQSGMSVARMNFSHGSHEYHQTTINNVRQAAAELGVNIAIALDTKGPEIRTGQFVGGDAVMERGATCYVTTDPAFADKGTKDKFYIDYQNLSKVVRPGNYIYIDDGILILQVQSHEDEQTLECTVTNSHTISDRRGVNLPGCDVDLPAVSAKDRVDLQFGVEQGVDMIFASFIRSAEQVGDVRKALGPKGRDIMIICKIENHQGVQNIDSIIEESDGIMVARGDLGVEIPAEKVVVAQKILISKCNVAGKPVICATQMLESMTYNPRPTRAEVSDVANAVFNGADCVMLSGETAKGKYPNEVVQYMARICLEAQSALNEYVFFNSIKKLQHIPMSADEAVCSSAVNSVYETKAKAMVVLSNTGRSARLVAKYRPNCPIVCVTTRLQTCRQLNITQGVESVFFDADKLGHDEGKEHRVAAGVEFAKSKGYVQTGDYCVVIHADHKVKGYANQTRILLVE
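Kinase-Glo luminescence read after 1 h RT reaction of 0.1 nM LmPK with 0.5 mM PEP and 0.1 mM ADP. Activity scaled between uninhibited and enzyme-free controls.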
Starred values were filed as active, the others as inactive; ? = inconclusive; / = not tested or not shown; & = joins results of further samples; [ ] = dose if it differs, or a comment. Unless noted, calls follow the shape of the dose curve; as a rule, active = well fitted curve in the direction sought with a large enough effect; inconclusive = small, poorly fitted or top-dose-only effect, or another doubt; inactive = no such curve, though single readings can be large; an effect the other way counts as inactive or inconclusive. Unless noted, % is scaled to controls: 0 for no effect and ±100 for the full control effect.

entry	molecule	AMA1-RON2 inh	AmpC inh detg	AmpC no deterg	Tb PYK inh
1	O=C(CSc1ccc(-c2ccco2)nn1)N1CCCCCC1	-23%	0%	-18%	-7%
2	O=C(Cc1cccs1)Nc1nnc(SCC(=O)N2CCCCC2)s1	25%	2%	-20%	-1%
3	CCOC(=O)c1c(-c2ccccc2)oc2ccc(O)c(CN3CCN(C)CC3)c12	-7%	2%	329%[activator]	0%
4	Cc1ccc(Cl)cc1N1CCN(S(=O)(=O)c2c(C)nc3scc(C)n3c2=O)CC1	-2%	-7%	-15%	2%
5	Cc1cccc(N2C(=O)N3[C@@H]4c5ccccc5OC[C@@H]4[C@@H](c4ccccc4)[C@]3(C)C2=O)c1	-11%	-16%	-4%	-4%
6	O/N=C(\Cn1ccnc1)c1ccccc1	3%	/	/	4%
7	O=C(NNC(=O)c1cc(-c2ccncc2)nc2ccccc12)c1ccccc1F	64%[activator][11.6 µM]	-12%	-27%	4%
8	O=C(NCCOCc1ccccc1)C(c1ccccc1)c1ccccc1	14%	2%	1%	-2%
9	O=C(Nc1cccc(Cl)c1Cl)c1ccccc1OCC(=O)N1CCOCC1	2%	1%	134%[activator]	6%
10	CC1(C(=O)Nc2cccc(NS(C)(=O)=O)c2)CCN1CCc1ccccc1 (stereo not drawn)	23%	/	/	1%
11	CC(C)c1ccc(NC(=O)C2(C)Cc3c(-c4ccc(C(N)=O)cc4)ccnc3O2)cc1 (stereo not drawn)	-7%	/	/	-8%
12	Cc1ccc2c(c1)[C@@H]1CN(C)CC[C@@H]1N2S(=O)(=O)c1ccc([N+](=O)[O-])cc1	-2%	7%	84%[activator]	-16%
13	Cc1ccc(NC(=O)CCc2c(C)[nH]c(=O)c(C#N)c2C)cc1	-6%	1%	-3%	2%
14	CCOc1cc(C(N)=O)cc(OCC)c1OCC	10%	?	-4%	0%
15	CCOC(=O)C1CCN(CC(O)COc2ccc(C(C)(C)CC)cc2)CC1 (stereo not drawn)	-11%	-7%	131%[activator]	0%

entry	HCV inh	HCMV inh	LmPK inh
1	-2%	33	0%
2	8%	12	-7%
3	13µM*	-66*	3%
4	?	22	3%
5	-10%	/	3%
6	7%	40	/
7	5%	0	/
8	0%	-36	0%
9	/	67	2%
10	/	-19	/
11	/	-26	/
12	9%	-10	0%
13	-9%	?	-3%
14	19%	-7	0%
15	3%	-21	4%

Reformatted: entries from further up
13. Cc1ccc(NC(=O)CCc2c(C)[nH]c(=O)c(C#N)c2C)cc1
  AMA1-RON2 inh = -6%
  AmpC inh detg = 1%
  AmpC no deterg = -3%
  Tb PYK inh = 2%
  HCV inh = -9%
  HCMV inh = ?
  LmPK inh = -3%

14. CCOc1cc(C(N)=O)cc(OCC)c1OCC
  AMA1-RON2 inh = 10%
  AmpC inh detg = ?
  AmpC no deterg = -4%
  Tb PYK inh = 0%
  HCV inh = 19%
  HCMV inh = -7
  LmPK inh = 0%

Six entries from above in another layout:
[9] O=C(Nc1cccc(Cl)c1Cl)c1ccccc1OCC(=O)N1CCOCC1
[10] CC1(C(=O)Nc2cccc(NS(C)(=O)=O)c2)CCN1CCc1ccccc1 (stereo not drawn)
[11] CC(C)c1ccc(NC(=O)C2(C)Cc3c(-c4ccc(C(N)=O)cc4)ccnc3O2)cc1 (stereo not drawn)
[12] Cc1ccc2c(c1)[C@@H]1CN(C)CC[C@@H]1N2S(=O)(=O)c1ccc([N+](=O)[O-])cc1
[13] Cc1ccc(NC(=O)CCc2c(C)[nH]c(=O)c(C#N)c2C)cc1
[14] CCOc1cc(C(N)=O)cc(OCC)c1OCC

| Compound | 9 | 10 | 11 | 12 | 13 | 14 |
| --- | --- | --- | --- | --- | --- | --- |
| AMA1-RON2 inh | 2% | 23% | -7% | -2% | -6% | 10% |
| AmpC inh detg | 1% | / | / | 7% | 1% | ? |
| AmpC no deterg | 134%[activator] | / | / | 84%[activator] | -3% | -4% |
| Tb PYK inh | 6% | 1% | -8% | -16% | 2% | 0% |
| HCV inh | / | / | / | 9% | -9% | 19% |
| HCMV inh | 67 | -19 | -26 | -10 | ? | -7 |
| LmPK inh | 2% | / | / | 0% | -3% | 0% |

The list goes on.
entry	molecule	AMA1-RON2 inh	AmpC inh detg	AmpC no deterg	Tb PYK inh
16	COc1ccc2ccccc2c1CN(C)Cc1ccccc1	-2%	?	-7%	9%
17	CCc1ccccc1NC(=O)c1ccc(S(=O)(=O)NCC2CCCO2)cc1 (stereo not drawn)	6%	-10%	-3%	3%
18	O=C(COc1ccc(Cl)cc1Cl)NN=C1CCCCC1	12%	-11%	-18%	4%
19	COc1ccc(NC(=O)COC(=O)CCc2nc3ccccc3c(=O)[nH]2)cc1Cl	1%	/	-32%	-2%
20	COC(=O)C(O)(c1ccc(N(C)C)cc1)C(F)(F)F (stereo not drawn)	3%	6%	-3%	2%
21	O=C(/C=C/c1ccccc1)NC(NC(=S)Nc1ccc(C(=O)O)cc1)C(Cl)(Cl)Cl (stereo not drawn)	2%	?	-31%	-14%
22	CCCCOc1cccc(C(=O)N(Cc2ccc(N(C)C)cc2)C2CCS(=O)(=O)C2)c1 (stereo not drawn)	/	-4%	/	-6%
23	O=C(c1cccc(F)c1)N1C2C=CC(C2)C1(C(F)(F)F)C(F)(F)F (stereo not drawn)	-2%	-18%	-6%	3%
24	Cc1ccc(S(=O)(=O)N2CCN(C(C)C(=O)NCC(C)c3ccccc3)CC2)cc1 (stereo not drawn)	8%	/	173%[activator]	-2%
25	O=C(NNc1nc2cc3c(cc2s1)OCCO3)c1ccccc1	70%[activator]	6%	-23%	-12%
26	Cc1ccc2c(c1)N(Cc1ccc([N+](=O)[O-])cc1)C=NS2(=O)=O	-5%	-3%	-29%	-2%
27	CN1C(=O)[C@@H]2[C@@H]3C[C@@H]([C@H]4ON=C(c5ccc(Cl)cc5Cl)[C@@H]34)[C@@H]2C1=O	?	-10%	3%	-7%
28	CS(=O)(=O)Nc1ccc(F)cc1	6%	/	/	1%
29	O=C(NCc1ccccn1)C(=O)NN=C1CCCCCCC1	120%[activator]	0%	-14%	4%
30	Cc1ccc(C(=O)N/N=C/c2ccc(-c3ccccc3[N+](=O)[O-])o2)cn1	6%	-8%	-23%	-20%

entry	HCV inh	HCMV inh	LmPK inh
16	5%	-17	8%
17	-16%	-20	-2%
18	-3%	?	-1%
19	19%	-8	/
20	26%	1	0%
21	21%	28	-6%
22	/	13	/
23	16%	-34	-5%
24	-9%	?	/
25	1%	-15	1%
26	-1%	9	-4%
27	-25%	-33	0%
28	/	25	/
29	14%	14	5%
30	-8%	-64*	-2%

The list continues:
entry	molecule	AMA1-RON2 inh	AmpC inh detg	AmpC no deterg	Tb PYK inh
31	COc1cc2[nH]c(=O)n(CCC(=O)NCCCN3CCN(c4ccccc4F)CC3)c(=O)c2cc1OC	2%	3%	0%	-5%
32	CCC(C(=O)NC(C)(C)C)N(Cc1ccc(F)cc1)C(=O)c1snc(C(N)=O)c1N (stereo not drawn)	-9%	-10%	20%	-2%
33	CC1=C(C)CC2C(=O)N(Cc3ccccc3)C(=O)C2C1 (stereo not drawn)	-4%	?	-5%	-1%
34	CCC(=O)Nc1nc2ccccc2n1Cc1ccc(C)cc1	113%[activator]	-3%	-2%	-3%
35	COc1ccc(Cc2nnc(NCCO)[nH]c2=O)cc1	5%	-3%	-14%	-10%
36	COC(=O)Nc1ccc2c(c1)N(C(=O)CCN1CCN3CCCC3C1)c1ccccc1CC2 (stereo not drawn)	6%&2%	-6%&-9%	18%&53%	0%&0%
37	CCOc1ccc(C(=O)Nc2nncs2)cc1OCC	3%	3%	-14%	-2%
38	COc1cccc(CNC(=O)C2CSC3(C)CCC(=O)N23)c1 (stereo not drawn)	-1%	1%	-11%	8%
39	COC(=O)c1ccc(Oc2ccc(S(=O)(=O)N3CCCCC3)cc2N)cc1	-21%	-2%	-8%	-1%
40	Cc1nn(C(=O)c2ccc(Cl)cc2)c(C)c1Sc1ccc(Cl)cc1	/	12%	/	-7%
41	CC1CCCCN1CCNC(=O)C1CCN(S(=O)(=O)c2cccc3cccnc23)CC1 (stereo not drawn)	0%	?	65%[activator]	-13%
42	CC(=O)c1cccc(S(=O)(=O)N2CCCC(c3nc4c(nnn4Cc4cccc(Cl)c4)c(=O)[nH]3)C2)c1 (stereo not drawn)	-18%	1%	-5%	2%
43	O=C(O)c1sc2cc(Cl)ccc2c1Cl	/	4%	-18%	/
44	CCOC(=O)c1cnn(-c2ccc(C(=O)Nc3cc(OC)c(OC)c(OC)c3)cc2)c1N	/	8%	/	-2%
45	Cc1nn(-c2ccccc2)c2c1C(O)CC(C)(C)C2 (stereo not drawn)	6%	-2%	-2%	-6%

entry	HCV inh	HCMV inh	LmPK inh
31	-6%	-26	15%
32	-8%	-32	6%
33	24%	-30	2%
34	-27%	?	-4%
35	11%	-9	1%
36	8%&-9%&9%	24&-17	-1%&-2%
37	-7%	108	0%
38	7%	20	/
39	?	-36	1%
40	/	-2	/
41	13%	9	0%
42	?	30	-2%
43	/	/	0%
44	/	-1	/
45	6%	-37	5%

Next section
entry	molecule	AMA1-RON2 inh	AmpC inh detg	AmpC no deterg	Tb PYK inh
46	CCc1cc2c(=O)c(-c3nc4ccccc4n3C)c(C)oc2c(CN(CC)CC)c1O	7%	-9%	-1%	-4%
47	CC(C(=O)NC1CCCCCC1)c1ccc([N+](=O)[O-])cc1 (stereo not drawn)	-2%	-16%	-12%	-3%
48	Cn1c(CNc2ccc(F)cc2)nnc1SCC(=O)NNC(=O)Cc1ccccc1	38%[activator]	-9%	6%	-2%
49	COc1cc(/C=C(\C#N)C(=O)Nc2cccnc2)ccc1OC(C)C	-1%	?	-22%	-2%
50	CCc1ccccc1N(CC(=O)NC1CCCCC1)C(=O)CCCC(=O)Nc1ccccn1	11%	1%	43%	4%
51	Cc1ccc(C(=O)NC(=S)/C=C2\N(C)c3ccccc3C2(C)C)cc1	?	-3%	-5%	0%
52	COc1ccccc1N1C(=O)NC(=O)/C(=C/c2ccc3c(c2)Cc2ccccc2-3)C1=O	14%	?	-18%	-15%

entry	HCV inh	HCMV inh	LmPK inh
46	-9%	-15	1%
47	-4%	?	9%
48	27%	-28	-1%
49	33%[activator]	57	2%
50	?	24	0%
51	11µM*	-68*	3%
52	3%	16	2%

Copied from the list.
no. 46 in AMA1-RON2 inh: 7%
no. 52 in AmpC no deterg: -18%

This is a random part of the collection; overall some 7.5% were active at least once.
